# SIRT5 block: blocks human SIRT5 desuccinylation of peptide | Q9NXA8 | Purified SirT5, succinyl-peptide AMC, trypsin-coupled fluorescence | inhibition, % at 15 µM | actives 1.1% (n = 330,000); in the data active means inhibition above about 15%
# Target sequence (Q9NXA8 whole entry, looked up): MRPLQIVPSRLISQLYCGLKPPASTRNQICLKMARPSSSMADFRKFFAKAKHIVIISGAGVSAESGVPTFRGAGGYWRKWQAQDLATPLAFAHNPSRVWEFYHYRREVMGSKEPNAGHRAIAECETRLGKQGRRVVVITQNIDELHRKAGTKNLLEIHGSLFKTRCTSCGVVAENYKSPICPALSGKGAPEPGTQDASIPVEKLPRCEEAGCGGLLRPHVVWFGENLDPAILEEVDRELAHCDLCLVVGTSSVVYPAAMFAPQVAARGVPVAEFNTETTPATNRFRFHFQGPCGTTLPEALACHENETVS
# S100A4 inh HTS: blocks human S100A4 binding to myosin IIA peptide; P26447; S100A4/TAMRA-MyoIIA peptide fluorescence polarization; inhibition, % at 10.7 µM; actives 0.14% (n = 360,000); AID 652163;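 active means mean inhibition of at least 70% across replicates, with every replicate also reaching that level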
# Target sequence (P26447 whole entry, looked up): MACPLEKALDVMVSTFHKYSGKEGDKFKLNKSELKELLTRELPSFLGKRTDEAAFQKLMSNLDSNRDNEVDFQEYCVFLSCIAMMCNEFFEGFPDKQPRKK
#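 Assay system: human S100A4 monomer with TAMRA-labelled myosin IIA peptide / Buffer or medium: Calcium-containing HEPES buffer, pH 7.2 / Reagent: TAMRA-labelled myosin IIA heavy-chain peptide probe, 5 nM / Compound: one dose per compound / Timing: polarization read 5 min after assay mix addition, stable 5–60 min / Benchmarks: neutral control DMSO, positive control TFP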
# LGR2 inh: blocks bursicon-induced cAMP signaling via Drosophila LGR2; HEK293 LGR2, CRE-luciferase, bursicon-stimulated, 4 h; inhibition, % at 9.99 µM; actives 0.35% (n = 380,000); AID 720647;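 active means drop in luminescence signal, shown as inhibition above about 50% in the replicate tests, limit read from the data, passing the limit was not always enough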;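 further: agonist challenge used bursicon conditioned medium at about half maximal strength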
# C2C12 statin: protects C2C12 myotubes from simvastatin toxicity; ATP luminescence, 48 h; scaled: DMSO 0, geranylgeraniol control 100; rescue of ATP level, % at 7.49 µM; actives 0.78% (n = 330,000);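 active means mean ATP rescue above about 67%, or every replicate alone reaching that limit, limit read from the data, passing the limit was not always enough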;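 further: myotubes were challenged with 10 µM simvastatin during compound exposure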
# Casp6 inh: blocks human caspase-6 cleavage activity | P55212 | purified caspase-6, Z-VEID-R110 cleavage fluorescence | inhibition, % at 12.5 µM | actives 0.53% (n = 350,000) | AID 686996;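 active means mean inhibition across replicates at least about 35%, with every replicate also reaching that limit, limit read from the data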;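 further: 0% = median of neutral control wells and 100% = no fluorescence left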
# Target sequence (P55212 24-179 limits assumed): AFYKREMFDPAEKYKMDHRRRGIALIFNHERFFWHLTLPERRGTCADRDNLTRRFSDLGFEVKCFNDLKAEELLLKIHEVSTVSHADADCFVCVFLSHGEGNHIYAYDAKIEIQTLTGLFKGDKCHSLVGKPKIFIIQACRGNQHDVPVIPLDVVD
# Target sequence (P55212 194-293 limits assumed): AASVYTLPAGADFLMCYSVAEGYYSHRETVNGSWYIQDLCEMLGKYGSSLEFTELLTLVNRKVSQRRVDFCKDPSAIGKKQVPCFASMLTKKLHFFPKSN
# FN deposit inh: fibronectin deposition inhibition. AH1F fibroblasts, Alexa488-fibronectin deposition fluorescence, overnight. inhibition, % at 12.6 µM. actives 0.086% (n = 350,000). AID 743247;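 active means mean inhibition across replicates of 30% or more, regardless of how many single replicates reach that level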;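 further: positive control wells lacked labelled fibronectin entirely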
#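 Assay system: AH1F fibroblasts assembling fluorescent fibronectin matrix; Amount: 10000 AH1F cells per well; Buffer or medium: DMEM, 2% serum; Probe or stimulus: Alexa488-fibronectin, 24 nM final in well; Doses: single compound dose, delivered by pin transfer; Incubation: 1 h adhesion, overnight exposure; Measured by: fluorescence 485/525 nm; Read-out: fibronectin deposition inhibition.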
# esBAF inh: blocks esBAF chromatin remodeling in mouse ES cells; Bmi1-luciferase knock-in reporter, 24 h; 100% = twice the neutral-well signal; reporter increase, % at 12.5 µM; actives 2% (n = 350,000); AID 602393; in the data active means activation above about 40%;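 further: 0% = median of the plate's neutral control wells and 100% = double that signal; a rise in the Bmi1 reporter signal indicates esBAF inhibition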
# Numbers without * were called inactive; x = not tested or not shown.
SMILES,SIRT5 block,S100A4 inh HTS,LGR2 inh,C2C12 statin,Casp6 inh,FN deposit inh,esBAF inh
CN(C)S(=O)(=O)n1cc(/C=C(\NC(=O)c2ccccc2F)C(=O)N2CCCCC2)c2ccccc21,x,1,-15,8,-3,x,-4
CCOC(=O)c1nc2sc3c(c2c(=O)n1C(C)C(=O)OCC)CCCC3 (configuration not stated),-49,-2,-5,3,-1,-6,-7
COc1cc(/C=N/N2C(=O)CSC2=S)cc(Br)c1O,8,-74,8,5,22,-2,-1
CCOC(=O)CC(NC(=O)c1ccccc1F)c1ccc(C)cc1 (configuration not stated),-4,2,-3,x,-1,x,x
O=C(NCCc1ccc(F)cc1)N[C@@H](Cc1ccccc1)C(=O)O,-5,-2,-26,-3,-1,-3,-3
O=C(NC1CCCC1)C1CCC(=O)N1CCc1ccccc1 (configuration not stated),x,x,x,-5,x,1,-3
CC(C)Nc1cc(N2CCCC2)ccc1[N+](=O)[O-],1,4,-3,14,2,x,-1
Cn1cnc(S(=O)(=O)N[C@H]2CC[C@H](CC(=O)N3CCN(c4ccccc4)CC3)O[C@@H]2CO)c1,1,-3,21,2,1,-26,0
COc1ccc(NC(=O)N(C)C[C@H]2Oc3ccc(NC(=O)CCN4CCOCC4)cc3C(=O)N([C@H](C)CO)C[C@H]2C)cc1,0,-21,0,18,-1,-7,-1
COC(=O)c1c(C(=O)OC)c(-c2cccc(Cl)c2)n2c1CS(=O)(=O)C2,1,-1,-10,20,0,11,-4
C/C=C/c1ccc2c(c1)O[C@@H](CN(C)C(=O)Cc1cccnc1)[C@H](C)CN([C@@H](C)CO)S2(=O)=O,-1,-9,-1,0,-2,x,-1
C#CCOCCOCCOCCNc1nc(N2CCN(C(=O)C([C@@H](C)O)n3cc([C@@H](N)CCCCN)nn3)CC2)nc(N2CCN(C(=O)[C@H](CCC(=O)O)n3cc([C@@H](N)[C@H](C)CC)nn3)CC2)n1 (some centres not stated),-10,14,2,-1,-88,-3,2
O=C(C[C@H]1C[C@@H]2c3cc(NC(=O)c4ccc5c(c4)OCO5)ccc3O[C@@H]2[C@@H](CO)O1)NCC1CC1,0,0,13,5,2,-3,-2
Cc1ccc(S(=O)(=O)N(CC(=O)Nc2cccnc2)c2ccc(Br)cc2)cc1,0,-4,-1,20,-1,0,1
COc1ccc(CCNC(=O)CC(Cc2ccccc2)C(=O)O)cc1OC (configuration not stated),-8,-3,0,11,2,1,0
COc1ccc(-c2cc(C(=O)N3CCCc4ccccc43)no2)cc1,x,x,-45,-13,x,-1,27
COCC(=O)N1CC2(C1)[C@H](c1ccc(-c3ccc(C)cc3)cc1)[C@H](CO)N2C(C)=O,6,-5,5,x,-2,-3,x
C[C@H]1CN([C@@H](C)CO)C(=O)c2cccc(NS(=O)(=O)c3ccc(Cl)cc3)c2O[C@@H]1CN(C)Cc1ccncc1,-1,-6,4,-19,1,x,-4
O=C1NC2C3CC(c4ccccc43)C12 (configuration not stated),-3,-9,-4,-6,x,15,4
CN1c2ccc(-c3ccccc3)cc2[C@@H]2[C@@H](CCN2C(=O)Cc2cccnc2)[C@@H]1CO,3,7,10,24,-4,-21,-2
Cc1cccc(Cn2cnc3c(N)c(C)c(C)cc32)c1,-2,3,-9,x,-1,-2,x
CCOC(=O)C1(CCOc2ccccc2)CCN(Cc2cc(OC)ccc2OC)CC1,-4,-1,-1,-16,-3,-5,-6
O=C(CC1CC1)N[C@H]1CC[C@H](CCNS(=O)(=O)c2ccc(F)cc2)O[C@H]1CO,0,-4,0,4,0,2,-7
CC(Oc1ccc2c3c(c(=O)oc2c1)CCC3)C(=O)NCCCn1ccnc1 (configuration not stated),0,1,-4,6,-11,-20,-4
CC(=O)c1ccc(NC(=O)c2cccs2)cc1,-1,0,-51,-5,14,x,32

# Next part
SMILES,SIRT5 block,S100A4 inh HTS,LGR2 inh,C2C12 statin,Casp6 inh,FN deposit inh,esBAF inh
CCC(=O)Nc1ccc2c(c1)C(=O)N(C)C[C@@H](OC)[C@@H](C)CN(C(=O)COC)[C@H](C)CO2,x,3,-9,0,-2,-3,-1
O=C(COc1cccc2ccccc12)Nc1nc2ccccc2[nH]1,x,x,-32,4,x,x,-1
C[C@@H]1CN([C@H](C)CO)C(=O)c2cc(NC(=O)CCCN(C)C)ccc2O[C@@H]1CN(C)S(=O)(=O)c1ccc(F)cc1,-4,-2,2,-13,-4,x,-1
COCCNC(=O)C1CCN(C(=O)C2CC(=O)N(c3ccc(C)cc3)C2)CC1 (configuration not stated),0,-1,5,-46,-4,1,-8
O=C(NCCc1ccc(Cl)cc1)c1ccc(=O)[nH]c1,x,0,-12,-9,-2,0,-4
Cc1ccc(C)c(CN2CCC(CNC(=O)Nc3ccc(Br)cc3F)CC2)c1,-3,-3,-6,-8,-8,6,-11
CC(C)c1ccc(N(CC(=O)NC(C)(C)C)C(=O)CCC(=O)Nc2nccs2)cc1,0,-2,-9,7,-2,-2,-6
Cc1sc2nc(SCC(=O)N3CCCC3)[nH]c(=O)c2c1C,0,-3,4,-6,-1,-7,-4
CCC1(CC)C(=O)C2=C3C1[C@H](C(=O)OC)CC(C(=O)OC)C[C@H]3n1c(=O)n(C)c(=O)n1[C@H]2C (some centres not stated),-2,-1,-13,-12,4,4,6
CCN(CC)c1ccc(/C=N/Nc2nc(C)cc(=O)[nH]2)cc1,x,x,x,-40,x,-11,-6
CCOC(=O)c1nnn(-c2nonc2-n2cccc2)c1-c1cccc([N+](=O)[O-])c1,-5,2,-2,x,-1,-2,x
CC(=O)c1ccc(NC(=O)Nc2ccc(Br)cc2C)cc1,0,1,-3,x,-5,-2,x
C/C=C/c1ccc2c(c1)O[C@H](CN(C)C(=O)Cc1cccnc1)[C@H](C)CN([C@@H](C)CO)S2(=O)=O,x,x,4,-2,x,x,-1
COc1cc(C(=O)NNC(=O)CN2C(=O)NC(C)(c3ccc(C)cc3)C2=O)cc(OC)c1OC (configuration not stated),-1,2,26,4,1,6,-2
O=C(NCc1cccs1)c1ccc2sc([C@@H]3O[C@H](CO)[C@H](O)[C@H](O)[C@H]3O)nc2c1,2,9,-15,-1,5,-1,-1
CC(C)C(=O)Nc1ccc2c(c1)C(=O)N(C)[C@H]1CC[C@H](CC(=O)N[C@H](C)c3ccccc3)O[C@@H]1CO2,x,x,13,-3,x,-11,-3
CC(=O)Nc1ccc(-c2ccnc3c2CC(C)(C(=O)Nc2cccc(Oc4ccccc4)c2)O3)cc1 (configuration not stated),-2,22,10,8,-1,27,-4
Cc1nnc(NC(=O)c2csc3c2CCCC3)s1,-5,-7,-22,x,x,-15,x
COc1ccc(C(=O)Nc2ccc(NC(=O)c3ccccn3)cn2)cc1,-2,2,-2,-11,-1,-2,19
COc1ccc(S(=O)(=O)NCCOc2ccccc2)cc1C,4,-5,x,x,1,0,x
CC1=NN(c2ccccc2)C(=O)/C1=C\C=C1/N(C)c2ccccc2C1(C)C,1,-23,18,x,9,-1,x
COC(=O)c1cc(C(=O)c2ccc(C(C)(C)C)cc2)c[nH]1,-1,-1,-54,-37,2,43*,36
C[C@@H]1CCCCO[C@H](CN(C)C(=O)c2ccccc2)[C@@H](C)CN([C@@H](C)CO)C(=O)c2cc(N(C)C)ccc2O1,-3,11,-12,40,3,x,-2
CCCCCC(=O)Nc1cccc(C2=NOC3(C2)C[C@@H](C(N)=O)N(C(=O)CC(c2ccccc2)c2ccccc2)C3)c1 (some centres not stated),-1,-4,13,3,-3,0,5
CCCN1CCc2c(sc(NC(=O)CCS(=O)(=O)c3ccccc3)c2C(N)=O)C1,-1,-6,5,-6,0,x,5

# Continuation:
SMILES,SIRT5 block,S100A4 inh HTS,LGR2 inh,C2C12 statin,Casp6 inh,FN deposit inh,esBAF inh
C[C@@H]1CCCCO[C@H](CN(C)Cc2ccccc2)[C@@H](C)CN([C@@H](C)CO)C(=O)c2cc(NC(=O)C3CCCCC3)ccc2O1,1,-9,4,x,1,x,-1
CCNC(=O)[C@H]1[C@H](CO)[C@H]2Cn3c(ccc(-c4ccccc4)c3=O)[C@@H]1N2C(=O)C1CC1,-40,7,6,8,4,x,-1
O=C(c1cccc([N+](=O)[O-])c1)N1CCN(Cc2ccc3c(c2)OCO3)CC1,4,-4,20,x,0,x,x
C[C@H](O)C#Cc1ccc2c(c1)O[C@H](CN(C)Cc1cccnc1)[C@H](C)CN([C@@H](C)CO)S2(=O)=O,0,16,-4,x,-6,-4,2
COc1ccc(/C=C/C(=O)OCC(=O)c2c(C)[nH]c3ccccc23)cc1OC,-5,5,x,x,0,7,x
COc1ccccc1-n1nnnc1SCC(=O)Nc1ccccn1,x,x,x,72*,x,-5,-4
CC12CC3CC(C)(C1)CC(C(O)CN1CCOCC1)(C3)C2 (configuration not stated),-4,2,13,-5,0,12,-3
COCCNC(=O)C[C@@H]1CC[C@@H]2[C@H](COc3ccc(NC(=O)Cc4ccccc4)cc3C(=O)N2C)O1,4,2,-9,7,2,-10,-4
CC[C@@]12C(=O)N(c3ccccc3)C(=O)N1[C@H](c1cccc(C)c1)[C@@H]1C(=O)N(Cc3ccccc3)C(=O)[C@@H]12,x,0,19,-12,0,-1,1

# 13 of the compounds above, as tab-separated lines.
molecule	SIRT5 block	S100A4 inh HTS	LGR2 inh	C2C12 statin	Casp6 inh	FN deposit inh	esBAF inh
COc1ccc(C(=O)Nc2ccc(NC(=O)c3ccccn3)cn2)cc1	-2	2	-2	-11	-1	-2	19
COc1ccc(S(=O)(=O)NCCOc2ccccc2)cc1C	4	-5	x	x	1	0	x
CC1=NN(c2ccccc2)C(=O)/C1=C\C=C1/N(C)c2ccccc2C1(C)C	1	-23	18	x	9	-1	x
COC(=O)c1cc(C(=O)c2ccc(C(C)(C)C)cc2)c[nH]1	-1	-1	-54	-37	2	43*	36
C[C@@H]1CCCCO[C@H](CN(C)C(=O)c2ccccc2)[C@@H](C)CN([C@@H](C)CO)C(=O)c2cc(N(C)C)ccc2O1	-3	11	-12	40	3	x	-2
CCCCCC(=O)Nc1cccc(C2=NOC3(C2)C[C@@H](C(N)=O)N(C(=O)CC(c2ccccc2)c2ccccc2)C3)c1 (some centres not stated)	-1	-4	13	3	-3	0	5
CCCN1CCc2c(sc(NC(=O)CCS(=O)(=O)c3ccccc3)c2C(N)=O)C1	-1	-6	5	-6	0	x	5
C[C@@H]1CCCCO[C@H](CN(C)Cc2ccccc2)[C@@H](C)CN([C@@H](C)CO)C(=O)c2cc(NC(=O)C3CCCCC3)ccc2O1	1	-9	4	x	1	x	-1
CCNC(=O)[C@H]1[C@H](CO)[C@H]2Cn3c(ccc(-c4ccccc4)c3=O)[C@@H]1N2C(=O)C1CC1	-40	7	6	8	4	x	-1
O=C(c1cccc([N+](=O)[O-])c1)N1CCN(Cc2ccc3c(c2)OCO3)CC1	4	-4	20	x	0	x	x
C[C@H](O)C#Cc1ccc2c(c1)O[C@H](CN(C)Cc1cccnc1)[C@H](C)CN([C@@H](C)CO)S2(=O)=O	0	16	-4	x	-6	-4	2
COc1ccc(/C=C/C(=O)OCC(=O)c2c(C)[nH]c3ccccc23)cc1OC	-5	5	x	x	0	7	x
COc1ccccc1-n1nnnc1SCC(=O)Nc1ccccn1	x	x	x	72*	x	-5	-4

# Source: PubChem BioAssay (Broad Institute)

# The list is partial (hit frequency here may not be typical).
